PG9 binder: PG9 antibody binding by small molecule; TR-FRET gp120-PG9 antibody binding; inhibition, % at 6.7 µM; hit rate 0.43% among 360,000; AID 624416; in the data active means inhibition above about 8.5%
PRMT1 inh: PRMT1 (human) inhibition, primary screen | recombinant PRMT1, activity-based probe fluorescence polarization | inhibition, % at 2.79 µM | hit rate 1.3% among 370,000;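 active means inhibition above about 21% made by adding two undisclosed values, limit read from the data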
UHRF1 MBD2 ctr: blocks human UHRF1 binding to methylated DNA; Q96T88; UHRF1 binding to methylated oligo, TR-FRET; inhibition, % at 4.4 µM; hit rate 0.75% among 370,000; AID 687016; in the data active means inhibition above about 21%;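 further: UHRF1 SRA domain binding a hemimethylated CpG hairpin DNA probe; 0% = median of test compound wells and 100% = reference inhibitor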
TCR-CD3 inh: inhibitors of human TCR-CD3 interaction; TAMRA-labeled TCR probe fluorescence, biochemical; inhibition, % at 9.4 µM; hit rate 0.37% among 360,000; in the data active means inhibition above about 19%;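 further: recombinant mutant TCR 2C K166C tagged with TAMRA read by polarization; 0% = receptor in buffer alone and 100% = receptor with positive control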
rCAG binder: binds r(CAG) RNA repeats; r(CAG) RNA repeat, TO-PRO-1 dye displacement fluorescence; inhibition, % at 3 µM; hit rate 1.3% among 370,000;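 active means inhibition above the plate cutoff, the mean of all test compounds on that plate plus 3 SD, cut at about 35% in these data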;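 further: 0% = DMSO alone and 100% = 100 µM mitoxantrone as full dye displacement; higher means more dye released from RNA so lower well fluorescence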
mABHD4 FP: inhibitors of mouse ABHD4 | Q8VD66 | purified mABHD4, FP-Rh probe fluorescence polarization | inhibition, % at 8.92 µM | hit rate 0.54% among 370,000 | AID 720543;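 active means inhibition exceeding the mean over every tested compound plus 3 SD, cut at about 30% in these data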;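 further: 0% = plate median of compound wells and 100% = S159A mutant with DMSO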
Target sequence (Q8VD66 whole entry, looked up): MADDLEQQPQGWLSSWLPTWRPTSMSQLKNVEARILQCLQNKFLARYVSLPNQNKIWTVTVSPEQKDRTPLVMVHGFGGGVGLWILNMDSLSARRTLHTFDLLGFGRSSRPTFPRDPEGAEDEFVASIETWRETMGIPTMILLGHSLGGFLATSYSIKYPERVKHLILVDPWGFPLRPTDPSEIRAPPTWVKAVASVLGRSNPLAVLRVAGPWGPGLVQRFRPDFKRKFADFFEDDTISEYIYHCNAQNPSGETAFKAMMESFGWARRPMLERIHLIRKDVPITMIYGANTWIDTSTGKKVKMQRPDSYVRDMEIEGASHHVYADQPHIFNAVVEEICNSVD
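Test system: mouse ABHD4 enzyme, wild type. Reagent: FP-Rh fluorescent activity-based probe, added after compound pre-incubation. Timing: pre-incubation 45 min, probe exposure 60 min, at 25 °C. Technique: FP readout, ex 525 nm / em 598 nm. Benchmarks: high control S159A mutant with DMSO, low control median of compound wells.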
Rev-erbA mod: modulators of human Rev-erb alpha DNA binding. P20393. Rev-erbα–FITC-DNA binding, fluorescence polarization, 90 min. activity, % at 10 µM. hit rate 0.79% among 370,000. AID 1259318;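 active means activity above about 14%, limit read from the data; passing the limit was not always enough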;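 further: 0% = DMSO wells with 35 nM protein and 100% = DMSO wells with 750 nM protein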
HTRA1 inhibitor: inhibitors of human serine peptidase HTRA1; Q92743; recombinant HTRA1, FP-rhodamine activity-based probe, fluorescence polarization; inhibition, % at 5.96 µM; hit rate 0.5% among 340,000; in the data active means inhibition above about 36%;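 further: 0% = enzyme with DMSO and 100% = wells lacking enzyme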
MBD2 inh: inhibitors of human MBD2 binding to methylated oligonucleotide; hit rate 0.31% among 370,000; TR-FRET; AID 686964; inhibition, % at 4.4 µM; in the data active means inhibition above about 13%
Target sequence (Q9UBB5 whole entry, looked up): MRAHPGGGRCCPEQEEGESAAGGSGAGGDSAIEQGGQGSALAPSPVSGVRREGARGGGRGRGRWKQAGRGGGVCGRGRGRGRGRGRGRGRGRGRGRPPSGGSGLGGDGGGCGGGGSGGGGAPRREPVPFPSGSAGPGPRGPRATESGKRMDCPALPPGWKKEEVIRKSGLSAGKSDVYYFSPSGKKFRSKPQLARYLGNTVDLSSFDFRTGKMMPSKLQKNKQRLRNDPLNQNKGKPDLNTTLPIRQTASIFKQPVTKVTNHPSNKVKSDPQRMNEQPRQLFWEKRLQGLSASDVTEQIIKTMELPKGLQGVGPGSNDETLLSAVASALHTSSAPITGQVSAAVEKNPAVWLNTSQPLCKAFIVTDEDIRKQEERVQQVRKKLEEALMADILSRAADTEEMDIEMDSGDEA
LEDGF integ inh: blocks HIV-1 LEDGF/p75-dependent DNA integration | inhibition, % at 3.7 µM | TR-FRET IN-LEDGF/p75 DNA integration, Eu/Cy5 | AID 743269 | hit rate 0.64% among 370,000;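 active means inhibition above the screen-wide mean plus 3 SD, cut at about 13% in these data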;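 further: signal is the Cy5 over europium emission ratio at 671 and 618 nm; 0% = plate median of compound wells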
* hit, by the source's call; · = no result given.

(1) c1ccc(OCc2noc(CN3CCC(C4CCCCC4)C3)n2)cc1 (stereo unspecified)
(2) COc1cccc(C(=O)Nc2ccc(F)cc2F)c1
(3) Cc1cc(OCc2ccc(C(=O)n3cccn3)o2)ccc1Cl
(4) Cc1ccc(C(=O)Nc2nc3ccc(S(C)(=O)=O)cc3s2)o1
(5) O=C(Cc1c(F)cccc1Cl)Nc1ccc(S(=O)(=O)Nc2nccs2)cc1
(6) CCN(CC)C(=O)Cn1cc(S(=O)(=O)CC(=O)N2CCCCCC2)c2ccccc21
(7) O=C(NC1(C(F)(F)F)C(=O)Nc2c1c(=O)[nH]c(=O)n2-c1ccccc1)c1ccncc1 (stereo unspecified)
(8) NC(Cc1ccc(O)cc1)C(=O)NN=Cc1ccccc1O (stereo unspecified)
Compound,1,2,3,4,5,6,7,8
PG9 binder,-0.7,-0.1,-1.8,-0.2,-1.4,0.4,-0.7,-1.4
PRMT1 inh,-2,1,0,-1,1,4,3,-2
UHRF1 MBD2 ctr,3,-1,1,-1,2,2,1,-2
TCR-CD3 inh,5,6,0,3,0,-1,0,4
rCAG binder,-6,-1,2,2,16,-3,0,2
mABHD4 FP,2,5,0,0,0,0,-3,-2
Rev-erbA mod,1,-6,-1,2,0,0,-6,-8
HTRA1 inhibitor,-12,-9,-14,2,0,9,-2,·
MBD2 inh,4,3,0,3,2,4,-4,2
LEDGF integ inh,0,1,-1,3,0,1,-4,-2

(9) CC(C)(C)OC(=O)CNC(=O)c1nc[nH]c1C(=O)N1CCN(c2ccccc2)CC1
(10) COc1ccc(C2=NOC(Cn3nc(C(=O)NCc4ccc5c(c4)OCO5)cc3-c3ccccc3)C2)cc1 (stereo unspecified)
(11) COc1ccc(C/C(N)=N/n2cnnc2)cc1Cl
(12) CCCCn1c(N)c(N(CC(C)C)C(=O)C2CCN(S(=O)(=O)c3ccc(OCC)cc3)CC2)c(=O)[nH]c1=O
(13) CCOC(=O)CSc1nc2ccccc2c(=O)n1NC(=O)c1ccccc1
(14) O=C(CCc1ccccc1)NCC(c1ccco1)N1CCc2ccccc21 (stereo unspecified)
(15) O=C1CCN(CCc2ccccc2)CCN1[C@H](CSc1ccccc1)c1ccccc1
(16) O=C1CN(C(=O)CSc2nncn2-c2ccccc2)c2ccccc2N1
Compound,9,10,11,12,13,14,15,16
PG9 binder,2.4,2.8,1.2,-1.8,1.6,-0.8,-2.6,0.6
PRMT1 inh,-4,0,0,-6,3,-2,-3,-2
UHRF1 MBD2 ctr,0,4,-1,0,4,-2,-1,-2
TCR-CD3 inh,-2,4,5,3,-5,5,-4,1
rCAG binder,-12,7,-1,0,5,-3,-4,-1
mABHD4 FP,-2,-14,2,5,-3,-4,-7,4
Rev-erbA mod,6,1,4,-9,-3,0,8,-1
HTRA1 inhibitor,4,-24,0,-5,0,2,-28,7
MBD2 inh,1,-3,4,-1,5,-2,0,1
LEDGF integ inh,-1,0,2,-3,-1,2,2,2

Next part (4 carried over from the part before).
(13) CCOC(=O)CSc1nc2ccccc2c(=O)n1NC(=O)c1ccccc1
(14) O=C(CCc1ccccc1)NCC(c1ccco1)N1CCc2ccccc21 (stereo unspecified)
(15) O=C1CCN(CCc2ccccc2)CCN1[C@H](CSc1ccccc1)c1ccccc1
(16) O=C1CN(C(=O)CSc2nncn2-c2ccccc2)c2ccccc2N1
(17) O=C(CN1CCN(c2ccc([N+](=O)[O-])cc2)CC1)c1ccccc1
(18) Cc1ccc(NC(=O)CN(C)C(=O)Cc2ccccc2F)cc1
(19) CCc1sc(NC(=O)CCC(=O)O)nc1-c1cc2ccccc2oc1=O
(20) CCOc1ccc(S(=O)(=O)N2CCN(C(=O)COc3ccc(Br)cc3)CC2)cc1
(21) CC(NC(=O)Cc1ccccc1)C(=O)O (stereo unspecified)
(22) CC(C)(C)NC(=O)NC(=O)Cn1ccsc1=N
(23) COc1ccc(NC(=O)Nc2cc(C)ccc2F)cc1
(24) Cc1oc2c(c1C(=O)NCCO)CCCC2
Compound,13,14,15,16,17,18,19,20,21,22,23,24
PG9 binder,1.6,-0.8,-2.6,0.6,-0.6,0.5,-2.6,-1.8,-0.2,-1.6,0.9,0.1
PRMT1 inh,3,-2,-3,-2,0,2,-1,4,2,0,0,-2
UHRF1 MBD2 ctr,4,-2,-1,-2,-3,-2,3,-2,0,0,-1,1
TCR-CD3 inh,-5,5,-4,1,-1,-3,-2,4,3,2,2,11
rCAG binder,5,-3,-4,-1,8,2,3,1,1,-4,1,4
mABHD4 FP,-3,-4,-7,4,4,-1,2,-1,2,2,-8,3
Rev-erbA mod,-3,0,8,-1,-2,-1,·,-5,4,9,1,2
HTRA1 inhibitor,0,2,-28,7,0,6,-1,-5,4,11,-4,-2
MBD2 inh,5,-2,0,1,-4,6,4,0,-6,4,2,-5
LEDGF integ inh,-1,2,2,2,-5,-2,0,1,2,-1,1,1

(25) Nc1nnc(CC(=O)NCc2ccccc2)s1
(26) Cc1cc(NC(=O)COc2c(C)cccc2C)no1
(27) O=C1CC(C(=O)Nc2ccc(C(=O)O)cc2)C(c2ccccc2)O1 (stereo unspecified)
(28) CCCS(=O)(=O)c1csc(C(=O)OC)c1N
(29) COc1ccc(OC)c(S(=O)(=O)N2CCCC(C(=O)NC3CC3)C2)c1 (stereo unspecified)
(30) Cc1cccc(NC(=O)c2nc[nH]c2C(=O)NCCCCCNC(=O)OC(C)(C)C)c1
(31) COc1ccc(NC(=O)COC(=O)C(CC(C)C)N2C(=O)C3CC=CCC3C2=O)cc1Cl (stereo unspecified)
(32) COCCNC(=O)/C(C#N)=C/c1c(N2CCN(c3ccccc3)CC2)nc2c(C)cccn2c1=O
Compound,25,26,27,28,29,30,31,32
PG9 binder,0.7,3.0,2.1,-0.5,0.8,-2.9,-3.4,0.4
PRMT1 inh,-1,-2,-3,-4,-4,-3,0,0
UHRF1 MBD2 ctr,1,-1,5,-2,2,-2,6,-2
TCR-CD3 inh,2,-5,-4,6,1,5,-2,-4
rCAG binder,1,-3,6,1,2,-3,0,-3
mABHD4 FP,-1,-2,-13,5,2,-11,-7,-2
Rev-erbA mod,2,-3,6,-2,-2,2,3,-5
HTRA1 inhibitor,-1,0,6,·,0,-3,4,-3
MBD2 inh,-3,-2,-2,4,-3,-2,3,-1
LEDGF integ inh,2,4,0,3,3,1,2,1

(33) C[C@@H]1CCCCO[C@H](CN(C)C(=O)Nc2ccc3c(c2)OCO3)[C@H](C)CN([C@@H](C)CO)C(=O)c2cc(NS(=O)(=O)c3ccc(Cl)cc3)ccc2O1
(34) O=C(c1ccco1)N1CCC(c2nc3c(nnn3Cc3ccc(F)cc3)c(=O)[nH]2)CC1
(35) COc1cccc2cc(/C(C)=N/NC(=O)c3ccco3)oc12
(36) COC(=O)CN1C(=O)COc2ccc(S(=O)(=O)N3CCOCC3)cc21
(37) CC1(C(=O)NCc2ccc(F)c(F)c2)Cc2c(-c3cccc(C(F)(F)F)c3)ccnc2O1 (stereo unspecified)
(38) CC(C)NC(=O)Nc1nnc([C@H]2C[C@H](O)[C@@H](CO)O2)s1
(39) COC(=O)C1=C(C)N(Cc2cccc(C(F)(F)F)c2)C(=NCc2ccc(OC)cc2)NC1c1ccc(F)cc1 (stereo unspecified)
(40) Cc1ccnc(NS(=O)(=O)c2ccc(NC(=O)c3cc(-c4ccc(Br)cc4)nc4ccccc34)cc2)n1
Compound,33,34,35,36,37,38,39,40
PG9 binder,2.0,0.0,0.1,-1.2,-1.2,1.3,-1.1,-1.2
PRMT1 inh,-2,4,0,0,0,8,-3,1
UHRF1 MBD2 ctr,-3,0,2,0,0,0,1,1
TCR-CD3 inh,1,2,4,9,8,-3,0,-3
rCAG binder,13,2,0,1,3,1,9,39*
mABHD4 FP,17,3,10,0,10,5,19,-21
Rev-erbA mod,-9,1,3,3,9,3,0,39*
HTRA1 inhibitor,-11,-1,1,5,·,·,·,-126
MBD2 inh,-3,5,-1,2,5,-1,0,3
LEDGF integ inh,1,1,5,2,-1,-2,0,0

(41) CCOC(=O)c1c(C)nc2sc(C(=O)Nc3ccc(OC)cc3)c(N)c2c1-c1ccc(OC)cc1
(42) O=S1(=O)c2cc(Cl)ccc2N2CCC[C@@H]2CN1Cc1ccc(Cl)c(Cl)c1
(43) CCC(=O)N1CCCC1(C)C(=O)Nc1ccc(OC(F)F)cc1 (stereo unspecified)
(44) O=S(=O)(Nc1cccnc1Cl)c1ccc(F)cc1
(45) COc1cc(S(=O)(=O)N2CCN(C(=O)c3ccccc3)CC2)c(OC)cc1Br
(46) CCOC(=O)c1nn(-c2ccc(Cl)cc2)c2nnc(Cc3ccccc3)c(=O)n12
(47) CCCCC(CC)CNC(=O)c1cc2ccccc2c(=O)o1 (stereo unspecified)
(48) COc1ccc(NC(=O)C(F)(F)F)cc1OC
Compound,41,42,43,44,45,46,47,48
PG9 binder,2.2,1.5,-1.9,-1.9,1.4,-1.5,0.3,0.4
PRMT1 inh,-2,0,3,-9,0,0,3,2
UHRF1 MBD2 ctr,1,1,1,-2,0,-2,1,0
TCR-CD3 inh,3,-6,-9,1,1,-3,-6,1
rCAG binder,2,8,0,1,-8,1,-2,-1
mABHD4 FP,-6,-10,2,-6,6,-8,7,5
Rev-erbA mod,4,1,10,1,-6,-2,7,1
HTRA1 inhibitor,-4,·,·,11,1,-6,-8,3
MBD2 inh,-3,2,2,7,-1,-8,1,4
LEDGF integ inh,-1,-1,-4,1,4,1,-3,0

Two of the compounds above, with values under each structure:
Value order – PG9 binder | PRMT1 inh | UHRF1 MBD2 ctr | TCR-CD3 inh | rCAG binder | mABHD4 FP | Rev-erbA mod | HTRA1 inhibitor | MBD2 inh | LEDGF integ inh
#30 Cc1cccc(NC(=O)c2nc[nH]c2C(=O)NCCCCCNC(=O)OC(C)(C)C)c1
    -2.9 | -3 | -2 | 5 | -3 | -11 | 2 | -3 | -2 | 1
#31 COc1ccc(NC(=O)COC(=O)C(CC(C)C)N2C(=O)C3CC=CCC3C2=O)cc1Cl (stereo unspecified)
    -3.4 | 0 | 6 | -2 | 0 | -7 | 3 | 4 | 3 | 2

Additional compounds.
(49) O=C1CC(NS(=O)(=O)c2ccc3ccccc3c2)CN1c1ccccc1 (stereo unspecified)
(50) O=Cc1c(Cl)nc2ccccn2c1=O
(51) CCCCNC(=O)O[C@H]1CC[C@@]23CCCN2C(=O)CCC[C@H]3[C@H]1CCC
(52) CC(=O)c1ccc(S(=O)(=O)Nc2ccc(C(=O)NC3CC3)cc2)cc1
(53) Cc1c(CCC(=O)O)c(=O)oc2c(C)c3occ(-c4ccc(Cl)cc4)c3cc12
(54) N#Cc1ccccc1OCC(=O)OCC(=O)NC1CC1
(55) COc1ccc(S(=O)(=O)NCc2cccnc2)cc1NC(=O)c1ccc(Cl)cc1
(56) COc1ccccc1-c1noc(Cn2cc(S(=O)(=O)N3CCCC3)ccc2=O)n1
(57) CN1CCN(CC(=O)N/N=C/c2ccc(F)c(F)c2)CC1
Compound,49,50,51,52,53,54,55,56,57
PG9 binder,-0.8,1.2,·,0.6,-0.4,-0.2,-0.3,2.8,0.3
PRMT1 inh,-2,-3,6,-1,3,1,-2,7,1
UHRF1 MBD2 ctr,-1,1,6,-1,3,2,-3,7,4
TCR-CD3 inh,1,5,·,0,-6,5,7,-1,-5
rCAG binder,1,-2,·,3,26,0,3,6,-1
mABHD4 FP,-2,-8,1,-25,-14,2,2,-13,5
Rev-erbA mod,2,4,-1,-2,-13,0,-6,-1,1
HTRA1 inhibitor,-10,0,·,-6,-34,9,-5,-5,2
MBD2 inh,-4,-4,3,0,4,-3,1,3,6
LEDGF integ inh,56*,5,5,-5,-4,0,3,-5,4

Source: PubChem BioAssay (several laboratories)

An excerpt. The share of hits here may be higher or lower than overall.
